# High-throughput results deposited in PubChem by National Center for Advancing Translational Sciences (NCATS).
# Vif-APOBEC3F blk = Vif-A3F binding inhibition; HeLa A3F-eYFP + Vif (tagged APOBEC3F with the HIV-1 protein that degrades it), YFP fluorescence increase; Potency, µM (doses to about 46.1 µM), inactives show top-dose activity, negative = active; 0.2% of 390,000 active; AID 602313; further: % of control where 0% means no effect; nearly all actives have a fitted effect of over 65% in size
#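 HeLa cells stably expressing A3F-eYFP plus Vif, plated and incubated overnight at 37 deg C, then exposed to compounds overnight at 37 deg C. Blocked degradation read as raised yellow fluorescence (Ex 488/Em 500-530).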
# rTrxR1 inhibitor = blocks rat thioredoxin reductase 1 | O89049 | recombinant rTrxR1, NADPH fluorescence consumption, selenite substrate | Potency, µM (doses to about 114 µM), for the others: top-dose activity change, negative = inhibition, actives largely listed as inhibitors | 1% of 390,000 active | AID 588453; further: on the % scale 0 is the no-effect control and ±100 the full control effect; nearly all actives have a fitted effect of over 65% in size
# Target sequence (O89049 whole entry, looked up): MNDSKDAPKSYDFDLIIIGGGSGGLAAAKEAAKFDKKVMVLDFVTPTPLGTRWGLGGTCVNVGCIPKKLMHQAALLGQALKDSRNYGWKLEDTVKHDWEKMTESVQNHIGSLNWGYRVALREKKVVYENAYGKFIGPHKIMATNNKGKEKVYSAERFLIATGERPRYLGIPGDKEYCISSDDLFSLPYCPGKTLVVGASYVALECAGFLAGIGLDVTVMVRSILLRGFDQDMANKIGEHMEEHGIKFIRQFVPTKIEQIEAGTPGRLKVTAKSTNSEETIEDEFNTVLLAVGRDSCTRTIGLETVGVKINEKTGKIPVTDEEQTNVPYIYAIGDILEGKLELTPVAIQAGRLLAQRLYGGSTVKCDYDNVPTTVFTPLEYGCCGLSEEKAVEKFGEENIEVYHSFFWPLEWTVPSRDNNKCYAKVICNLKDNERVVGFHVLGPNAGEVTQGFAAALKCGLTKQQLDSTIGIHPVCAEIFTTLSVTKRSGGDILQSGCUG
#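 Rat TrxR1 (90 nM in the dispensed reagent) was pre-reduced with 400 uM NADPH for 5 min at room temperature, then incubated with compound for 15 min. After 400 uM selenite was added, NADPH fluorescence (Ex 340/Em 450 nm) was followed for 8 min.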
# RXFP1 ag = RXFP1 (human) receptor agonism. Potency, µM (series often up to 57.5 µM), without a hit: at the top dose activation, actives largely listed as activators. 0.3% of 370,000 active. HEK293T-RXFP1 cAMP TR-FRET, 30 min; response scale: percent of porcine relaxin response, buffer zero. Q9HBX9. AID 2676; further: on the % scale 0 is the no-effect control and ±100 the full control effect; nearly all actives have a fitted effect of over 60% in size; many of its hits are not listed in these tables
#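 Agonist response is measured as cAMP accumulation in an RXFP1-transfected HEK293T line under PDE4 inhibition. Values are scaled between buffer-only and 29 nM porcine relaxin, and EC50s come from standard Hill equation fits.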
# USP1-UAF1 inh = inhibitors of human USP1/UAF1 deubiquitinase | O94782 | recombinant USP1/UAF1, Ub-Rhodamine cleavage fluorescence | Potency, µM (titrated, usually from 57.1 µM), for inactives: at the highest dose activity change, negative = inhibition, hits mostly inhibitors | 0.23% of 390,000 active; further: on the % scale 0 is the no-effect control and ±100 the full control effect; nearly all actives have a fitted effect of over 60% in size; inactives centre near -12
#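 1 nM enzyme complex + cpd, 15 min RT; start with Ub-Rho 150nM final; kinetic fluorescence ex 480/em 540, 6 reads q60 s. Buffer 50mM HEPES pH 7.8, 0.5mM EDTA, 0.1 mg/ml BSA, 1mM TCEP, 0.01% Tween-20.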
# Vif-A3G inh = blocks the Vif interaction with human APOBEC3G; HeLa A3G-eYFP + Vif (tagged APOBEC3G with the HIV-1 protein that degrades it), YFP fluorescence, overnight; Potency, µM (top dose mostly 46.1 µM), for inactives: at the highest dose activity, negative = active, most hits filed as inhibitors; 0.076% of 410,000 active;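 further: on the % scale 0 is the no-effect control and ±100 the full control effect; nearly all actives have a fitted effect of over 60% in size; hits raise eYFP signal because A3G escapes Vif-driven loss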
# Target sequence (Q9HC16 whole entry, looked up): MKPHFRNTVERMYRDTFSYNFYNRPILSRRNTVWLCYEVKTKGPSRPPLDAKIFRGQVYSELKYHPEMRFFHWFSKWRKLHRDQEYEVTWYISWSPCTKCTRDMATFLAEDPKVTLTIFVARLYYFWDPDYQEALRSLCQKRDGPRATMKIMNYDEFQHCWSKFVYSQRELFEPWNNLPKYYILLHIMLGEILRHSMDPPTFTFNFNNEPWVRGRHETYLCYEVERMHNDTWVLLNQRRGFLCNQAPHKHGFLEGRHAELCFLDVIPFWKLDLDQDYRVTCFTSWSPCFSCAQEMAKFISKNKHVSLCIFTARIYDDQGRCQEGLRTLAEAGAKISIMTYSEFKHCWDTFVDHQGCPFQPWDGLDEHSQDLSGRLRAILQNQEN
#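 Read-out is eYFP fluorescence (Ex 488/Em 500-530) from Vif-expressing HeLa A3G-eYFP cells; more signal means A3G escaped Vif-mediated degradation. Cells plated overnight, compound pinned in, incubated overnight at 37 deg C.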
# ALOX12 inh = inhibitors of human 12S-lipoxygenase ALOX12; Potency, µM (series often up to 108 µM), for inactives: at the top dose activity change, negative = inhibition, actives largely listed as inhibitors; AID 1671190; purified 12hLO, xylenol orange hydroperoxide absorbance; P18054; 1.1% of 580,000 active; further: on the % scale 0 is the no-effect control and ±100 the full control effect
#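 Purified human 12hLO (150 nM final) in 25 mM Hepes, 0.01% Triton X-100, pH 7.0 was preincubated 15 min at room temperature with compound. Then 40 uM arachidonic acid was added, 30 min. Hydroperoxide was read by Fe-XO absorbance ratio 573/405 nm.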
# RGS4 inh = human RGS4 inhibition; Potency, µM (highest dose often 114 µM), for inactives: at the top dose activity change, negative = inhibition, usual class: inhibitors; 0.039% of 390,000 active; Transcreener GDP fluorescence polarization, RGS4-accelerated GTP hydrolysis; further: on the % scale 0 is the no-effect control and ±100 the full control effect; nearly all actives have a fitted effect of over 75% in size; some results filed as inactive show a strong effect at the top dose
# Target sequence (P49798 whole entry, looked up): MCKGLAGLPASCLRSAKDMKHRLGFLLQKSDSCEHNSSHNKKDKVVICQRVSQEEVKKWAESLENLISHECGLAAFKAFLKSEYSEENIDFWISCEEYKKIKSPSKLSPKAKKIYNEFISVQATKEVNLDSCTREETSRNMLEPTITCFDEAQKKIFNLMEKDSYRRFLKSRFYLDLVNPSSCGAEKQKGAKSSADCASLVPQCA
#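 MLSMR compounds (23 nl, pin-transferred) preincubated 10 min at room temperature with a 500nM (2x) first reagent, then RGS4 at 900nM (2x) plus Transcreener GDP mix added; fluorescence polarization (620/688 nm) read before and after 90 min at 30 °C.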
# TrxR1 substrate = rat thioredoxin reductase 1 substrate activity. O89049. purified TrxR1 substrate turnover, NADPH consumption readout. Potency, µM (titrated, usually from 114 µM), without a hit: top-dose activity change, negative = substrate turnover. 0.01% of 390,000 active. AID 588456; further: on the % scale 0 is the no-effect control and ±100 the full control effect; nearly all actives have a fitted effect of over 50% in size
#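 Rat TrxR1, dispensed at 90 nM, was prereduced with 400 uM NADPH (final) for 5 min at ~22 deg C, then incubated with compound 15 min before 400 uM selenite. A first-read NADPH fluorescence drop versus no-compound background flagged substrates.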
# IDH1 R132H inh = blocks human mutant IDH1 R132H enzyme. IDH1-R132H enzyme, NADPH consumption, diaphorase/resazurin fluorescence. Potency, µM (series often up to 76.6 µM), for inactives: at the highest dose activity change, negative = inhibition, hits mostly inhibitors. AID 602179. 0.093% of 390,000 active. O75874; further: on the % scale 0 is the no-effect control and ±100 the full control effect; nearly all actives have a fitted effect of over 65% in size
#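 IDH1-R132H (0.5 ug/mL dispensed) in pH 7.5 Tris buffer was preincubated 30 min with compound, then given a substrate mix of 0.016 mM NADPH and 2 mM alpha-KG for 80 min at room temperature; remaining NADPH was read by diaphorase/resazurin fluorescence.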
# Starred values were filed as active, the others as inactive; u = inconclusive; x = no result given; & = joins results of further samples; [ ] = remark or other dose. The call rests on the fitted dose curve; in most records, active means well fitted curve in the direction sought with a large enough effect; inconclusive means small, poorly fitted or top-dose-only effect, or another doubt; inactive means no such curve, though single readings can be large; an effect the other way counts as inactive or inconclusive. Potency means the concentration at half of the fitted maximal effect. Only part of the results is shown; the hit share may differ from the screen's.
# Preview, four compounds:
SMILES,Vif-APOBEC3F blk,rTrxR1 inhibitor,RXFP1 ag,USP1-UAF1 inh,Vif-A3G inh,ALOX12 inh,RGS4 inh,TrxR1 substrate,IDH1 R132H inh
CCc1cccc(NC(=O)c2cc3c(=O)[nH]c4ccccc4c3n2C)c1,-13.8%,-6.5%,13.2%,-14.9%,-5.3%,-20.4%,8.1%,6.0%,13.1%
Cc1cc(C)c(NC(=O)Cn2c(=O)c3cccn3c3ccccc32)c(C)c1,7.0%&-1.1%,25.1%&-0.1%,16.9%&1.0%,-22.0%&0.5%,-1.3%&-9.4%,u,-25.0%&-15.9%,2.9%&-1.1%,-1.3%&-11.4%
NC(=O)CSc1nnc(C2CC2)n1-c1ccccc1,-0.3%,10.5%,0.9%,-5.3%,-0.8%,24.6%,19.3%,2.6%,-0.8%
O=C(Nc1ccccc1)C1=C[C@H](c2ccc(C(F)(F)F)cc2)C[C@H](OCCCCO)O1,0.7%,1.1%,x,u,-0.7%,u,-33.7%,-6.0%,11.3%

# The list itself, previewed entries included:
SMILES,Vif-APOBEC3F blk,rTrxR1 inhibitor,RXFP1 ag,USP1-UAF1 inh,Vif-A3G inh,ALOX12 inh,RGS4 inh,TrxR1 substrate,IDH1 R132H inh
CCc1cccc(NC(=O)c2cc3c(=O)[nH]c4ccccc4c3n2C)c1,-13.8%,-6.5%,13.2%,-14.9%,-5.3%,-20.4%,8.1%,6.0%,13.1%
Cc1cc(C)c(NC(=O)Cn2c(=O)c3cccn3c3ccccc32)c(C)c1,7.0%&-1.1%,25.1%&-0.1%,16.9%&1.0%,-22.0%&0.5%,-1.3%&-9.4%,u,-25.0%&-15.9%,2.9%&-1.1%,-1.3%&-11.4%
NC(=O)CSc1nnc(C2CC2)n1-c1ccccc1,-0.3%,10.5%,0.9%,-5.3%,-0.8%,24.6%,19.3%,2.6%,-0.8%
O=C(Nc1ccccc1)C1=C[C@H](c2ccc(C(F)(F)F)cc2)C[C@H](OCCCCO)O1,0.7%,1.1%,x,u,-0.7%,u,-33.7%,-6.0%,11.3%
Cc1ccccc1C(=O)N1CCN(c2ccc(NC(=O)Cc3ccccc3)cc2)CC1,-12.0%,-1.4%,-2.7%,-3.8%,-1.0%,-3.5%,20.4%,-8.3%,4.9%
c1ccc2c(c1)OCC(c1nn3cnnc3s1)O2 (stereo not drawn),-6.8%,-9.5%,0.0%,-1.6%,1.9%,-7.3%,29.5%,-9.9%,4.9%
O=C(Nc1cccnc1)c1ccc(S(=O)(=O)c2ccc(Cl)cc2)cc1,1.4%,12.9%[57.1 µM],-0.5%,-2.3%,0.7%,-12.7%,-16.2%,6.9%[57.1 µM],3.4%
O=C(CSc1nn(-c2ccccc2)c(=S)s1)Nc1ncccn1,1.1%,-3.2%,-1.9%,-16.7%,1.8%,-4.3%,-15.7%,2.6%,0.9%
COc1ccc(CC2c3cc(OC)c(OC)cc3CC[N+]2(C)CCC(=O)OCCCCCOC(=O)CC[N+]2(C)CCc3cc(OC)c(OC)cc3C2Cc2ccc(OC)c(OC)c2)cc1OC (stereo not drawn),0.2%,u,2.8%,-16.7%,-25.9%,-3.2%,-15.4%,3.2%,12.0%
Cc1ccccc1OCc1nnc(SCc2cc(=O)c3cccc(F)c3[nH]2)n1C,2.5%,18.2%[57.1 µM],5.4%,-16.9%,2.6%,-24.4%,-23.8%,2.0%[57.1 µM],13.9%
Nc1ccc(-c2nc3cc([N+](=O)[O-])ccc3o2)cc1,4.2%,35.6%,0.5%,-13.5%,-2.6%,8.7%,-10.8%,7.1%,3.6%
CCN(CC(=O)Nc1c(F)cccc1F)C(=O)CCNS(=O)(=O)c1ccccc1C(F)(F)F,-3.2%,12.6%,1.9%,-18.2%,-2.5%,-5.5%,22.0%,4.8%,0.9%
CCOC(=O)c1c(NC(=O)CSc2nnnn2-c2ccc(OC)cc2)sc(C)c1C,-6.4%,2.8%,-0.1%,-18.0%,-0.2%,u,u,-7.4%,-5.1%
O=C(CC(SCCO)c1ccc(F)cc1)c1ccco1 (stereo not drawn),-3.2%,9.3%[57.1 µM],-1.3%,-5.3%,0.7%,3.0%,-31.7%,18.4%[57.1 µM],-3.0%
CC(C)NS(=O)(=O)c1ccc(OCC(=O)Nc2cccc3ccccc23)cc1,-12.6%,20.1%,-1.0%,-5.6%,-6.3%,11.3%,16.3%,4.2%,7.2%
COc1cccc(NC(=O)CSc2nc3ccccc3n2C)c1,-1.8%&12.0%,19.1%&13.0%,-2.1%&2.0%,-14.0%&-22.7%,3.7%&1.0%,-7.7%&-26.1%,u,-7.4%&4.0%,6.6%&-12.7%
COc1cccc(OCCn2c(C)c(/C=N/n3cnnc3)c3ccccc32)c1,4.3%,-8.8%,2.9%,-24.3%,-1.0%,4.0%,-45.6%,-6.8%,3.3%
COC(=O)[C@@H]1CCCN1Cc1c(C(=O)N2CCOCC2)nc2c(C)cccn12,4.5%,-2.5%,0.5%,-19.4%,5.1%,-9.9%,-16.7%,6.4%,0.1%
CN(C)C(CNC(=O)c1ccco1)c1cccs1 (stereo not drawn),1.3%,-8.7%,0.0%,-10.5%,-0.2%,22.3%,-11.6%,-0.9%,2.2%
Cc1ccc(O)c(NC(=O)c2cc(-c3ccccc3Cl)on2)c1,u,-5.2%[57.1 µM],2.7%,-13.7%,-4.8%,11.2%,-23.8%,-7.0%[57.1 µM],4.0%
NC(=O)C1(Nc2ccc([N+](=O)[O-])cc2)CCCC1,4.4%,-1.7%,x,6.1%,-5.1%,-25.5%,-8.0%,-12.0%,-14.4%
COc1cccc(CNC(=O)C(C)n2c(=O)cc(-c3ccccc3)c3c(C)nn(C)c32)c1 (stereo not drawn),2.1%,4.1%[57.1 µM],0.1%,u,-1.6%,-29.1%,-12.4%,-2.9%[57.1 µM],6.5%
C=CCNC(=O)c1ccccc1NS(=O)(=O)c1ccc(SC)cc1,-2.5%,14.4%,0.1%,1.5%,0.9%,-7.6%,-10.8%,3.4%,-4.0%
Oc1ccc(-c2csc(-c3cccnc3)n2)c(O)c1,6.8%,21.1%[57.1 µM],1.2%,-20.1%,-16.5%,-5.2%,-29.3%,12.1%[57.1 µM],7.4%
Cc1ccccc1NS(=O)(=O)c1ccc(C(=O)NCc2ccccc2CN2CCCC2)cc1,-4.1%,x,x,-26.3%,1.7%,-26.2%,x,x,10.9%

# The listing continues.
SMILES,Vif-APOBEC3F blk,rTrxR1 inhibitor,RXFP1 ag,USP1-UAF1 inh,Vif-A3G inh,ALOX12 inh,RGS4 inh,TrxR1 substrate,IDH1 R132H inh
CC1Cc2ccccc2N1C(=O)CCNS(=O)(=O)c1cccc2nsnc12 (stereo not drawn),-13.2%,7.0%[57.1 µM],0.4%,-10.6%,1.3%,u,-15.0%,-6.7%[57.1 µM],14.3%
CCCOc1ccc(NC(=O)CC2C(=O)N(c3ccc(OC)cc3)C(=O)N2CCc2ccncc2)cc1 (stereo not drawn),-3.2%,19.8%,-1.3%,9.5%,0.3%,-38.1%,-14.2%,-1.3%,0.0%
O=C(NC1CCCCC1)C(c1ccccc1)N(Cc1ccco1)C(=O)Cn1cnc2ccccc21 (stereo not drawn),-0.1%,0.5%[57.1 µM],-0.4%,-12.5%,-8.7%,0.0%,6.8%,-0.2%,11.7µM*
CC(C)CN(C(=O)CN(C)C(=O)c1ccco1)c1c(N)n(CC(C)C)c(=O)[nH]c1=O,-22.3%,2.3%,-0.3%,-9.5%,-0.3%,-8.6%,29.7%,2.1%,-2.2%
Cc1oc(-c2ccc(Cl)cc2)nc1CN1CCCN(C(=O)c2ccco2)CC1,1.0%,u,6.2%,-13.4%,-1.2%,-27.4%,-16.0%,0.9%,3.0%
c1coc(CNc2nc(-c3ccncc3)cs2)c1,9.2%,10.7%[57.1 µM],-0.2%,-8.2%,-1.5%,0.0%,7.3%,9.2%[57.1 µM],-0.3%
CSc1ccc(C#N)cc1NC(=O)c1ccc(Cl)nc1,-12.7%,-0.9%[57.1 µM],4.2%,4.6%,-0.5%,-3.7%,-32.7%,4.1%,-7.1%
COc1ccc(NC(=O)c2cc(CC(C)C)on2)cc1OC,-5.0%,21.2%[57.1 µM],0.7%,-17.8%,-0.1%,16.7%,5.6%,9.2%[57.1 µM],9.9%
Nc1ccccc1SC/C=C/CSc1ccccc1N,12.3%,21.0%[57.1 µM],3.7%,-16.4%,-0.8%,-16.4%,u,11.0%[57.1 µM],1.2%
O=C1c2ccccc2C(=O)N1CCCCN(C(=O)c1cc([N+](=O)[O-])ccc1Cl)c1ccc(Cl)cc1,-7.4%,1.1%,2.6%,2.7%,-4.1%,-2.8%,4.3%,-1.4%,3.1%
Cc1cc(C)c(OCC(=O)OCC(=O)NCC2CCCCC2)c(C)c1,-5.5%,4.0%,-0.9%,-11.2%,1.3%,1.2%,-17.4%,-7.5%,7.7%
CCCN1Cc2cccc(C(=O)NCCc3cccc(C)c3)c2C1=O,0.5%,23.3%,0.7%,-11.1%,1.6%,-0.2%,-1.1%,2.2%,4.4%
Cc1ccc(OCc2cc(C(=O)Nc3ccccc3)oc2C)cc1,-1.1%,6.3%,-3.3%,-24.0%,-0.6%,0.0%,-23.3%,-3.1%,6.2%
O=C1Nc2ccc(Br)cc2C1(O)Cc1ccncc1 (stereo not drawn),-9.4%,-7.4%,0.0%,-19.5%,-0.1%,0.0%,13.6%,-6.6%,1.0%
